TNAP inh pNP – human TNAP enzyme inhibitors, primary screen, biochemical, colorimetric, p-nitrophenol readout; Alkaline phosphatase, tissue-nonspecific isozyme (Homo sapiens), P05186; purified TNAP, pNPP hydrolysis, absorbance 405 nm; inhibition, % at 20 µM; 21,000 tested, under 10 active;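 also: 0% = DMSO only wells and 100% = 1 mM levamisole wells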
Target sequence (P05186 whole entry, looked up): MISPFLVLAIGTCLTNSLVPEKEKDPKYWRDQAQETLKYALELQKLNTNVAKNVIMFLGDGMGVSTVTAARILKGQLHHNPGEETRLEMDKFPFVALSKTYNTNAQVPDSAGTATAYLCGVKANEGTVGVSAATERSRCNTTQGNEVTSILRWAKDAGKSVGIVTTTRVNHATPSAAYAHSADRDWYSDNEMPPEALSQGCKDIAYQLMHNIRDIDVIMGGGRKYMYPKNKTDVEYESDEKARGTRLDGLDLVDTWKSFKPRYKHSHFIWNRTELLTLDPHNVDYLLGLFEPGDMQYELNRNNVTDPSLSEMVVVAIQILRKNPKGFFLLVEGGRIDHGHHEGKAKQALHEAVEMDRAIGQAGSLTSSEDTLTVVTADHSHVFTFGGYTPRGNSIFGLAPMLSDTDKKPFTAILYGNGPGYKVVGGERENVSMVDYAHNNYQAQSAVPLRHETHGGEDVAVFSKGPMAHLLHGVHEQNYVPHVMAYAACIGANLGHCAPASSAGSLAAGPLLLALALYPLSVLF
TNAP Pi inh – human TNAP enzyme inhibitors, primary screen, biochemical, colorimetric, phosphate release readout; inhibition, % at 20 µM; purified TNAP, pNPP, malachite green phosphate absorbance; Alkaline phosphatase, tissue-nonspecific isozyme (Homo sapiens), P05186; 21,000 tested, under 10 active
* marks the source's active call; other numbers are inactive results.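 The calls were made as follows: active = inhibition above 50% at the 20 µM single-dose screen; inactive = the rest.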 This is a subset (hit frequency here may not be typical).

SMILES	TNAP inh pNP	TNAP Pi inh
COc1ccccc1N1C(=O)C2C3C=CC(C3)C2(C)C1=O (centres undefined)	5	6
Cc1nc(C)c(NC(=O)N2CCc3ccccc32)cc1NC(=O)N1CCc2ccccc21	0	0
CN1CCN(c2nc(-c3ccccc3)nc3c2oc2ccccc23)CC1	4	6
COC(=O)C1C(O)=C(C(C)=N)C(=O)CC1(C)C (centres undefined)	3	8
COc1ccc(CCC(=O)Nc2nc3c(s2)CN(C)CC3)cc1OC	4	6
Cc1occc1C(=O)NCc1cccc(CNC(=O)c2ccoc2C)c1	7	11
Cc1ccc2cc(CN(Cc3ccco3)C(=O)C3CCCCC3)c(=O)[nH]c2c1C	2	9
OC(CN1CCN(c2cccc(C(F)(F)F)c2)CC1)c1c[nH]c2ccccc12 (centres undefined)	3	8
COc1ccccc1-n1c(CNc2c(C)cccc2C)nnc1SCC(=O)N1CCOCC1	7	5
CCOC(=O)c1sc(NC(=O)CSc2nnc(Cc3ccccc3)o2)c(C#N)c1C	-1	-15
CCC1(C)Cc2c(sc3c2c(=O)n(C)c2nnc(SCc4ccc5c(c4)OCO5)n32)CO1 (centres undefined)	0	-20
Cc1cc(C(=O)NCCCN2CCCC2=O)cs1	2	6
CCC(=O)c1ccc(N2CCN(C(=O)Cc3ccccc3)CC2)c(F)c1	9	-6
O=C(COc1ccccc1)N1CCN(S(=O)(=O)c2cccs2)CC1	2	-26
CCc1cc2cc(C)ccc2nc1SCC(=O)N1CCN(C(=O)c2ccco2)CC1	-2	8
CC1(C)Cc2c(sc3nc4n(c(=O)c23)CCC4)CO1	-2	1
Cc1ccc(N2C(=O)[C@@H]3[C@H](C2=O)C2CCCN2[C@@H]3C(=O)c2ccccc2)cc1 (some centres undefined)	1	7
COc1ccccc1C1C2=C(N=C3SCC(=O)N31)c1ccccc1CC2 (centres undefined)	2	5
CCOC(=O)c1c(C2CC2)csc1NC(C)=O	0	9
COC(=O)c1ccccc1N(C)S(C)(=O)=O	2	8
CCN1CCN(S(=O)(=O)c2cc(OCC(=O)NC3CCCCC3)c(C)cc2Cl)CC1	6	16
O=C(CSc1nccc(=O)[nH]1)Nc1ccc(F)c(Cl)c1	5	7
CCc1cccc(C)c1NC(=O)CSc1nnc(-c2ccco2)n1N	2	7
Cc1cc(NC(=O)CSc2n[nH]c(CC(C)C)n2)no1	7	10
Cc1cccc(OCCCN2CCCCCC2)c1	3	10
(continued)
SMILES	TNAP inh pNP	TNAP Pi inh
COCc1cc(C)nc(N)c1C#N	0	0
Cc1ccc2nc(-c3cccc(NC(=O)c4ccco4)c3)[nH]c2c1	5	8
CC(=O)OCC[N+](C)(C)C	1	5
CCN1c2ccccc2-c2nc3ccccc3n2C1c1ccccn1 (centres undefined)	4	11
COCCSc1ccccc1C(=O)N1CCN(Cc2ccc3c(c2)OCO3)CC1	-5	3
COc1ccccc1OCC(=O)OCC(=O)Nc1ncc(Cl)cc1Cl	2	14
NC(=O)c1ccsc1NC(=O)COc1ccccc1	4	9
Cc1nc(NC2=NCN(Cc3cccnc3)CN2)nc2c(C)cccc12	2	-13
N#Cc1c(NC(=O)CSc2nnc(-c3ccncc3)n2CC2CCCO2)sc2c1CCCC2 (centres undefined)	12	25
CC(=O)NC1C2CN3CCN(C2)CC1(Cc1ccccc1)C3 (centres undefined)	3	6
CCc1nc(NCCN2CCOCC2)c2oc3ccccc3c2n1	2	7
Cc1cccc(NC(=O)Cn2c(C)c(C#N)c3ccccc32)c1C	-16	-3
O=C(Nc1ccc(F)cc1)C1CCCCC1	-5	1
CSc1nnc2c(n1)OC=Nc1ccccc1-2	0	5
CCO/C=N/c1c(C#N)c2c(c(=S)n1C)COC(C)(C)C2	1	-8
O=C(CSc1n[nH]c(-c2ccccc2)n1)c1ccc(O)c(O)c1	-5	3
Cc1ccc(C(=O)N(c2ccccn2)C(C)c2ccco2)cc1 (centres undefined)	0	15
NS(=O)(=O)c1ccc(C(=O)O)cc1	0	0
CC(C)N(Cc1nc(-c2ccccc2)no1)C(=O)CN1C(=O)c2ccccc2C1=O	2	9
CCOC(=O)Cn1nnc(-c2cccc(OC)c2)n1	-4	1
COc1ccc(-c2n[nH]c(C)c2-c2ccc(OC)c(OC)c2)c(O)c1	2	7
CCOc1ccc(OCc2ccc(C(=O)N3CCCC3)o2)cc1	1	9
Cc1cn2nc(N)c3ccccc3c2n1	6	18
COc1ccccc1C(=O)Nc1ccc(-c2nnc(SCC(=O)O)n2C)cc1	4	8
COc1ccc(C(=O)CSc2nnc(-c3ccc(S(=O)(=O)N4CCOCC4)cc3)o2)cc1	-12	-2
(continued)
SMILES	TNAP inh pNP	TNAP Pi inh
CCOCC(=O)Nc1cc(C(=O)OC)ccc1C(=O)OC	1	14
C[C@]12C=CC(=O)C=C1CC[C@@H]1[C@@H]2[C@@H](O)C[C@@]2(C)[C@H]1CC[C@]2(O)C(=O)COC(=O)CCC(=O)O	-1	5
O=c1c2ccccc2nc(COc2ccccc2)n1/N=C/c1ccco1	2	7
O=C(CN1CCN(c2ccccn2)CC1)NC(=O)NC1CCCCC1	2	8
CC(=O)C1=C(C)NC(SCC(=O)c2ccccc2)=C(C#N)C1CC(C)C (centres undefined)	-2	4
COc1cccc(CNc2nc3ccccc3n2CCN2CCCCC2)c1	9	-3
O=C(Nc1ccc(OC(F)(F)F)cc1)C1=NCCN1	4	5
Cn1ncc2nc[nH]c(=O)c21	6	-6
O=c1c(-c2ccccc2)c(O)nc2ccccn12	0	0
COc1cc(C2c3c(-c4ccccc4)n[nH]c3C(=O)N2c2ccccc2)ccc1O (centres undefined)	4	8
O=C(Nc1ccccc1)c1cccc(N2C(=O)CCC2=O)c1	8	4
CS(=O)(=O)N(CC(=O)NCCSC1CCCCC1)c1ccc2c(c1)OCO2	5	14
O=C(CSc1nnc(-c2cccnc2)n1Cc1ccccc1)N1CCOCC1	2	5
CCOC(=O)C1CCCN(C(=O)CSc2nccn2C)C1 (centres undefined)	6	2
Cn1c(SCC(=O)Nc2cccc(O)c2)nnc1-c1ccc(S(=O)(=O)N2CCOCC2)cc1	2	0
C=CCc1c(C)[nH]c2ccc(C)cc2c1=O	2	-4
CCOC(=O)N1CCN(S(=O)(=O)c2ccc(F)cc2)CC1	-1	5
NC(=O)CSc1nnc(-c2ccoc2)o1	6	12
CCc1nc(N2CCC(C)CC2)c2oc3ccccc3c2n1	0	2
O=C(O)c1cc(C(=O)O)c(-c2ccccc2)c(C(=O)O)c1	-15	-6
CCC(c1nnnn1C(C)C)N1CCN(C2CCCC2)CC1 (centres undefined)	13	19
Nc1c(C(=O)c2cccs2)oc2ccccc12	6	-3
C=C(C)CSc1nnc([C@@H]2CCCN2C(=O)OC(C)(C)C)o1	8	2
CC1CN(C2CCN(S(=O)(=O)Cc3ccccc3)CC2)CC(C)O1 (centres undefined)	3	-38
Cc1cc(Cl)ccc1OC(C)C(=O)Nc1ccccc1N1CCOCC1 (centres undefined)	0	-6

Next section, starting with the last 3 of the part before.
SMILES	TNAP inh pNP	TNAP Pi inh
C=C(C)CSc1nnc([C@@H]2CCCN2C(=O)OC(C)(C)C)o1	8	2
CC1CN(C2CCN(S(=O)(=O)Cc3ccccc3)CC2)CC(C)O1 (centres undefined)	3	-38
Cc1cc(Cl)ccc1OC(C)C(=O)Nc1ccccc1N1CCOCC1 (centres undefined)	0	-6
N=c1c(C(=O)NCc2ccco2)cc2c(=O)n3ccccc3nc2n1Cc1ccccc1	-1	8
Cc1ccnc(N2CCC(C(=O)NC3CCCCCC3)CC2)n1	-17	-6
O=C(NC12CC3CC(CC(C3)C1)C2)c1ccc(=O)oc1	5	12
CCN(CC(=O)N1CCCCCC1)S(=O)(=O)c1ccc(Cl)cc1	3	7
C=CCOc1ccc(/C(O)=C2\C(=O)C(=O)N(CCN(C)C)C2c2cccs2)cc1 (centres undefined)	1	8
CCc1c(C)nc(N)nc1OCC(F)(F)C(F)F	-1	6
COc1ccc(Oc2ncnc3c2ncn3Cc2ccccc2)cc1	3	15
O=C(/C=N/O)NCCCN1CCOCC1	-1	3
COC(=O)C(C)Sc1nnc(SC(C)C(=O)OC)s1 (centres undefined)	2	6
CCOC(=O)c1cc2sccc2n1CC(=O)N1c2ccccc2CC1C (centres undefined)	-1	6
Cc1ccnc(SCCn2c(N3CCN(C)CC3)nc3c2c(=O)[nH]c(=O)n3C)n1	0	12
Cn1c(Cc2cccs2)nnc1SC/C=C/c1ccccc1	2	13
Cc1cc(NC(=O)CSc2nc(-c3cccnc3)ccc2C#N)no1	-1	7
CCOC(=O)N1CCC(NC(=O)c2cnn3cccnc23)CC1	6	8
CC(=O)Nc1ccc(C(=O)CS(=O)(=O)c2ccc(C)cc2)cc1	4	-16
CC(C)C(NC(=O)c1ccccc1)C(=O)NCc1ccccn1 (centres undefined)	4	6
COc1ccc2c(c1)c(=O)oc1cc(OCC(=O)NC3CC3)ccc12	1	7
Cc1nnc(SCCC(=O)Nc2nc(-c3ccccc3)ns2)s1	6	-1
CC(C(=O)N1CCOCC1)N1C(=O)c2ccccc2C1=O (centres undefined)	0	-25
Cc1ccc(OCCN2CCN(C(=O)CCC(=O)Nc3nnc(C(C)C)s3)CC2)cc1	8	-6
COc1ccccc1C1=NOC(Cn2c(=O)c3c(ncn3C)n(C)c2=O)C1 (centres undefined)	-8	-1
COc1cccc(CNc2ncc(Br)cc2Br)c1O	0	7
Cc1ccc(Cl)c(Nc2ccccc2C(=O)O)c1Cl	2	6
Nn1cc(-c2ccccc2)nc1SCC(=O)N1CCN(S(=O)(=O)c2ccc(Cl)cc2)CC1	0	7
CCOC(=O)c1sc(NC(=O)CSc2nnnn2-c2ccccc2)nc1C	-1	4

3 entries from above, sorted by the value under TNAP Pi inh, descending:
SMILES	TNAP inh pNP	TNAP Pi inh
COc1ccc(Oc2ncnc3c2ncn3Cc2ccccc2)cc1	3	15
NC(=O)c1ccsc1NC(=O)COc1ccccc1	4	9
Nc1c(C(=O)c2cccs2)oc2ccccc12	6	-3

Additional compounds:
SMILES	TNAP inh pNP	TNAP Pi inh
Cc1nc(NCC2CCCO2)nc2c1C(=O)CC(C)C2 (centres undefined)	2	6
O=C(NC1(C(F)(F)F)C(=O)Nc2c1c(=O)[nH]c(=O)n2Cc1ccco1)C1CCCCC1 (centres undefined)	6	-5
CCc1nc2oc3ccccc3c(=O)c2c(=O)n1Cc1ccc(OC)cc1	5	7
CCc1ccc(-c2nnn(Cc3nc4ccccc4s3)n2)cc1	3	9
CC12CCC(C(=O)N(c3ccccn3)c3ccccn3)(OC1=O)C2(C)C (centres undefined)	-4	1
CCn1c(COc2ccccc2C)nnc1SCC(=O)N1CCC(C)CC1	7	10
Nn1c(SC/C=C/c2ccccc2)nnc1-c1ccco1	-4	3
CCN1CCCC1Cn1cnc2c([nH]c3ccc(C)cc32)c1=O (centres undefined)	4	11
COCC(C)NS(=O)(=O)c1ccc(OC)cc1 (centres undefined)	2	6
Cc1c(-c2nc(N)nc(Nc3ccccc3F)n2)oc2ccccc12	9	20
COc1ccc2cc(C(c3nnnn3C(C)(C)C)N3CCSCC3)c(=O)[nH]c2c1 (centres undefined)	-7	6
CC(=O)c1ccc(C#CC(C)(C)O)s1	0	-1
COc1ccc(S(=O)(=O)N(C)CC(=O)Nc2ccccc2SC)cc1Cl	3	12
CN1C(=O)CC(N2CCN(c3ccc(Cl)c(Cl)c3)CC2)C1=O (centres undefined)	-13	-12
O=C(CN1C(=O)NC2(CCCCCCC2)C1=O)NC(=O)NCc1ccco1	-3	1
COCCCn1c(C(C)C)nc2oc3cc(OC)ccc3c(=O)c2c1=O	6	9
CC(C)[N+]1(C)[C@@H]2CC[C@H]1CC(OC(=O)C(CO)c1ccccc1)C2 (some centres undefined)	3	6
NC(=O)Nc1ccc(Oc2c(F)c(F)c(F)c(F)c2F)cc1	5	12
O=c1[nH]c2cc3c(cc2cc1C(c1nnnn1CC1CCCO1)N1CCCC1)OCO3 (centres undefined)	4	8
Cc1sc(-n2c(C)cc(/C=N/n3cnnc3)c2C)c(C#N)c1C	3	-8
O=C(O)CCC(=O)Nc1ccc(S(=O)(=O)Nc2nccs2)cc1	4	9
Cc1ccc(NC(=O)C(C)N2C(=O)c3ccccc3C2=O)cc1 (centres undefined)	6	8
NC(=O)CN(c1ccccc1)C1SC(=O)N(Cc2ccccc2)C1=O (centres undefined)	4	17
CC1Cc2ccccc2N1C(=O)CSc1nnc(NC(=O)Cc2cccs2)s1 (centres undefined)	6	-19
CN(C)CCCNc1c2c(c(C#N)c3nc4ccccc4n13)CCC2	0	0
CC(C)C1Nc2ccc(S(N)(=O)=O)cc2C2C=CCC21 (centres undefined)	-4	-19
CS(=O)(=O)N(CC(=O)N1CCN(c2ccccc2F)CC1)c1ccc2c(c1)OCCO2	0	8
CC(C)Sc1nc2sc3c(c2c2nnc(SCC(=O)NCc4ccco4)n12)CCCC3	-3	4
COc1ccc(NC(=O)NC2(C(=O)N3CCCCCC3)CCCCC2)cc1	-6	-2

Retrieved by structure from above:
SMILES	TNAP inh pNP	TNAP Pi inh
O=C(NC1(C(F)(F)F)C(=O)Nc2c1c(=O)[nH]c(=O)n2Cc1ccco1)C1CCCCC1 (centres undefined)	6	-5
CC(C)C1Nc2ccc(S(N)(=O)=O)cc2C2C=CCC21 (centres undefined)	-4	-19
CCN1CCCC1Cn1cnc2c([nH]c3ccc(C)cc32)c1=O (centres undefined)	4	11
COc1ccc(NC(=O)NC2(C(=O)N3CCCCCC3)CCCCC2)cc1	-6	-2
O=C(CN1C(=O)NC2(CCCCCCC2)C1=O)NC(=O)NCc1ccco1	-3	1
